MBD2 DNA inh = inhibitors of MBD2 binding to methylated DNA, primary screen, biochemical, TR-FRET, DNA-binding domain, human | actives 0.31% (n = 370,000) | inhibition, % at 4.4 µM | MBD2 binding to methylated oligonucleotide | Methyl-CpG-binding domain protein 2 (Homo sapiens), Q9UBB5; in the data active = inhibition above about 13%
HTRA1 inhibitor = HTRA1 serine protease inhibitors, primary screen, biochemical, fluorescence polarization, HTS; inhibition, % at 5.96 µM; AID 504803, 2011; Q92743; actives 0.5% (n = 340,000); recombinant HTRA1, FP-rhodamine activity-based probe; in the data active = inhibition above about 36%;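 note: 0% = enzyme with DMSO and 100% = wells lacking enzyme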
GC-B act = human GC-B receptor activators, primary screen, HEK293 GC-B cells, cGMP TR-FRET, EC30 CNP | 0% at EC30 CNP, 100% saturating CNP | AID 1920062, 2024 | activation, % at 10 µM | actives 0.11% (n = 370,000) | Atrial natriuretic peptide receptor 2 (Homo sapiens), P20594;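 active = activation at 10 µM reaching about 35% in either raw or pattern-adjusted values, limit read from the data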
NPR1 activator = GC-A stimulated cGMP production enhancers – HEK293 GC-A cells, cGMP TR-FRET, EC30 ANP, primary screen; Atrial natriuretic peptide receptor 1 (Homo sapiens), P16066; 0% at EC30 ANP, 100% saturating ANP; AID 1671463, 2021; actives 0.14% (n = 370,000); activation, % at 10 µM; in the data active = activation above about 40%
PRMT1 FP inh = PRMT1 methyltransferase inhibitors, primary screen, biochemical, fluorescence polarization; actives 1.3% (n = 370,000); Protein arginine N-methyltransferase 1 (Homo sapiens), Q99873; inhibition, % at 2.79 µM; recombinant PRMT1, activity-based probe fluorescence polarization; AID 652257, 2013;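 active = inhibition above about 21% made by adding two undisclosed values, limit read from the data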
UHRF1 MBD2 ctr = UHRF1 methylated DNA binding inhibitors, primary screen, counter-screen for MBD2 inhibitor project, biochemical, TR-FRET, human UHRF1, single concentration; E3 ubiquitin-protein ligase UHRF1 (Homo sapiens), Q96T88; UHRF1 binding to methylated oligo; inhibition, % at 4.4 µM; actives 0.75% (n = 370,000); in the data active = inhibition above about 21%;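 note: UHRF1 SRA domain binding a hemimethylated CpG hairpin DNA probe; 0% = median of test compound wells and 100% = reference inhibitor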
rCAG binder = binders of r(CAG) RNA repeats, primary screen, biochemical, fluorescence; actives 1.3% (n = 370,000); r(CAG) RNA repeat, TO-PRO-1 dye displacement fluorescence; inhibition, % at 3 µM;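 active = inhibition above the plate cutoff, the mean of all test compounds on that plate plus 3 SD, cut at about 35% in these data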;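 note: 0% = DMSO alone and 100% = 100 µM mitoxantrone as full dye displacement; higher means more dye released from RNA so lower well fluorescence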
SIAE inh = human SIAE inhibitors, primary screen, biochemical, fluorescence polarization, FP-Rh probe, 1536-well HTS. Sialate O-acetylesterase (Homo sapiens), Q9HAT2. SIAE FP-Rh probe binding. inhibition, % at 9.66 µM. actives 0.69% (n = 370,000);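 active = inhibition above a cutoff: mean of compounds within the control limits plus 3 SD of those, cut at about 17% in these data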;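 note: 0% = plate median of compound wells and 100% = probe without SIAE protein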
mABHD4 FP = ABHD4 inhibitors, primary screen, biochemical, fluorescence polarization, mouse; actives 0.54% (n = 370,000); purified mABHD4, FP-Rh probe fluorescence polarization; inhibition, % at 8.92 µM;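 active = inhibition exceeding the mean over every tested compound plus 3 SD, cut at about 30% in these data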;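 note: 0% = plate median of compound wells and 100% = S159A mutant with DMSO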
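Assay system: mABHD4 protein; medium: HEPES pH 7.0, NaCl, Pluronic buffer; dosing: 8.92 µM, single dose; schedule: 45 min + 60 min at 25 °C; signal: FP readout, ex 525 nm / em 598 nm; read-out: normalized percent inhibition of probe labeling; repeats: single replicate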
TCR-CD3 inh = inhibitors of human TCR-CD3 interaction, primary screen, biochemical, fluorescence, TAMRA-labeled TCR probe | actives 0.37% (n = 360,000) | inhibition, % at 9.4 µM | AID 651800, 2012 | T-cell receptor (TCR); in the data active = inhibition above about 19%;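 note: recombinant mutant TCR 2C K166C tagged with TAMRA read by polarization; 0% = receptor in buffer alone and 100% = receptor with positive control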
Active calls of the source: *; · = no result given. A portion of the library; rates above refer to the full screens.

SMILES,NPR1 activator,mABHD4 FP,MBD2 DNA inh,TCR-CD3 inh,rCAG binder,PRMT1 FP inh,GC-B act,SIAE inh,HTRA1 inhibitor,UHRF1 MBD2 ctr
CCOC(=O)C1(C)CCCCCN1C(=O)/C=C/c1ccccc1 (stereo unspecified),1,0,-1,3,-3,-1,4,-3,·,-1
O=C(Nc1cccc(F)c1)c1ccco1,1,-1,0,-1,1,-5,3,3,4,1
CCCCCCN1CCN(C2CN(Cc3cn(CCCCCC)nn3)S(=O)(=O)C2)CC1 (stereo unspecified),3,3,4,-4,-2,-5,-9,2,·,14
Cc1ccc(S(=O)(=O)Nc2cccc(C(=O)NCCCn3ccnc3)c2)cc1F,4,3,-7,-2,2,-4,4,1,3,18
COc1ccccc1-n1c(SCC(=O)NC2CCS(=O)(=O)C2)nc2ccccc2c1=O (stereo unspecified),-2,4,1,6,2,-3,-2,3,-6,-2
Cc1oc(-c2cccs2)nc1CS(=O)CC(=O)NC1CCCCCC1 (stereo unspecified),-1,3,7,-1,9,16,-1,3,-4,0
COc1ccc(CNC(=O)CCC(=O)c2ccccc2)cc1,-2,-22,8,2,8,5,2,6,-19,2
Cn1c(C=O)c(-c2ccc3c(c2)OCCO3)c2ccccc21,5,-13,3,0,-1,0,4,-6,-24,2
Cc1cc(Cl)ccc1OCC(=O)N/N=C/c1ccc(OC2OC(CO)C(O)C(O)C2O)cc1 (stereo unspecified),-3,0,3,1,-1,-3,3,3,3,-1
CCCCNC(=S)NC(=O)c1ccc(Cl)cc1Cl,-1,-11,-3,-1,1,1,3,-3,-14,4
CC(=O)c1c(C)[nH]c(C(=O)NNC(=O)COc2cc(C)cc(C)c2)c1C,-1,5,-3,7,2,0,-1,8,-4,-2
O=C(Cn1ncc(Cl)c(Cl)c1=O)N1CCN(S(=O)(=O)c2ccc3ccccc3c2)CC1,-24,-3,-1,10,9,4,-16,-5,0,-1
CCC(C)NC(=O)COC(=O)c1ccccc1OCC(=O)Nc1ccc(Br)cc1 (stereo unspecified),1,-7,-6,0,1,-1,-2,2,-4,1
Cc1cccc(OC(C)C(=O)Nc2ccc3c(c2)OCCO3)c1 (stereo unspecified),4,4,-3,0,16,3,0,-16,-14,0
O=C1CCCc2cc3c(cc21)CC1(C3)Cc2cc3c(cc2C1)C(=O)CCC3,-7,-10,5,1,1,-1,-5,6,-9,-2
COc1ccc(OCC(=O)NCCS(=O)(=O)N2CCN(c3ccc(F)cc3)CC2)cc1,-4,0,5,-5,-3,4,-1,5,-3,0
COc1ccc(S(=O)(=O)Nc2cccc3c2O[C@H](CN(C)Cc2ccc(C(=O)O)cc2)[C@@H](C)CN([C@H](C)CO)C3=O)cc1,-1,3,-2,5,18,-1,-4,-5,-4,1
O=C(Nc1cccc(C(F)(F)F)c1)c1cc[n+]([O-])cc1,4,3,4,-5,2,1,-5,2,10,0
O=C1OCCC1Sc1nnnn1-c1ccccc1 (stereo unspecified),-2,3,0,8,3,1,1,-6,-5,1
COc1cc2c(cc1OC)C(c1cccs1)CC(=O)N2 (stereo unspecified),1,8,1,-5,-1,-2,-8,-1,2,0
CN1CCN(/N=C/c2nc(-c3ccccc3)n3ccccc23)CC1,-10,5,-13,0,2,-3,-4,11,1,-6
COC(=O)C1=C(CSCc2ccco2)NC(=O)NC1c1cc(C)ccc1C (stereo unspecified),-8,5,-3,3,1,8,-2,2,2,-1
O=C(Nc1ccc2c(c1)OCO2)Nc1ccc2c(c1)OCO2,-5,7,-4,0,0,5,-2,8,5,1
Cc1ccc(-n2cnc3c(sc4nccc(N(C)C)c43)c2=O)cc1,0,1,1,1,-4,0,-3,-1,-4,1
Cc1ccc(NS(=O)(=O)c2cc(C(=O)NCCCN(C)C)ccc2Cl)cc1Cl,-2,0,0,7,2,-2,1,3,2,-1
Cc1nc2cc(-c3ccccc3)nn2c(C)c1CCC(=O)NC(C)c1ccc2c(c1)OCCO2 (stereo unspecified),-3,-5,-2,-2,3,-1,-2,-2,-14,2
CCc1nnc(NC(=O)COC(=O)c2cc(OC)cc(OC)c2)s1,-1,0,-2,0,7,-2,0,3,-3,-2
O=C(Cc1sc(-c2ccccc2Cl)nc1-c1ccccc1)Nc1ccc(F)cc1,-6,-6,-2,1,1,-2,0,3,-6,5
NC(=O)CC1(c2ccccc2)CCCCC1,-1,-4,-3,-2,2,4,2,2,0,2
CCOC(=O)N1CCN(C(=O)c2ccc(Cn3c(=S)[nH]c4ccc(Br)cc4c3=O)cc2)CC1,-3,-10,7,1,3,5,3,-3,0,2

Another view of some results above:
Every second line gives: NPR1 activator	mABHD4 FP	MBD2 DNA inh	TCR-CD3 inh	rCAG binder	PRMT1 FP inh	GC-B act	SIAE inh	HTRA1 inhibitor	UHRF1 MBD2 ctr
- CCCCCCN1CCN(C2CN(Cc3cn(CCCCCC)nn3)S(=O)(=O)C2)CC1 (stereo unspecified)
 : 3	3	4	-4	-2	-5	-9	2	·	14
- O=C1OCCC1Sc1nnnn1-c1ccccc1 (stereo unspecified)
 : -2	3	0	8	3	1	1	-6	-5	1
- COc1ccc(OCC(=O)NCCS(=O)(=O)N2CCN(c3ccc(F)cc3)CC2)cc1
 : -4	0	5	-5	-3	4	-1	5	-3	0
- COc1ccccc1-n1c(SCC(=O)NC2CCS(=O)(=O)C2)nc2ccccc2c1=O (stereo unspecified)
 : -2	4	1	6	2	-3	-2	3	-6	-2

(continued)
SMILES,NPR1 activator,mABHD4 FP,MBD2 DNA inh,TCR-CD3 inh,rCAG binder,PRMT1 FP inh,GC-B act,SIAE inh,HTRA1 inhibitor,UHRF1 MBD2 ctr
c1ccc(-c2noc(-c3cccc4ccccc34)n2)cc1,-2,-8,0,0,7,-3,-7,-6,-11,1
O=C(OCCN1CCCCC1)c1cccc(Cl)c1,3,-1,1,1,-1,0,4,-7,-3,1
Cc1cc(NC(=O)c2ccccc2Cl)no1,0,5,-3,0,3,-2,14,1,1,5
Cc1nn(-c2ccc(Cl)cc2)c(=O)c2c(C)noc12,8,6,-3,3,-3,-1,1,1,7,1
CC1CCN(C(=O)C2CCCN(S(C)(=O)=O)C2)CC1 (stereo unspecified),2,-7,-5,6,1,2,-3,-2,-6,0
O=C(Cc1cccs1)NC1(C(=O)NC2CCCC2)CCCCC1,0,4,-5,1,-1,0,6,2,-1,-4
CC(C)N(C(=S)Nc1ccc(S(=O)(=O)N2CCOCC2)cc1)c1ccccc1,-1,-1,-1,-2,3,-1,-1,8,·,-1
O=C(COC(=O)c1ccc([N+](=O)[O-])o1)Nc1ncc(Cl)cc1Cl,-4,7,-3,7,9,11,2,1,22,-7
Cc1ccc(-c2nc(CC(=O)Nc3cccc(S(=O)(=O)NC4=NCCC4)c3)cs2)cc1,2,3,0,-4,6,0,-5,-6,-7,0
CC(C)S(=O)(=O)c1csc(NC(=O)Nc2cccc([N+](=O)[O-])c2)c1Cl,19,-1,-1,4,7,6,32,-24,-7,1
CNC1CCc2cc(OC)c(OC)c(OC)c2-c2ccc(SC)c(=O)cc21 (stereo unspecified),-7,-5,-2,-1,1,-4,-2,12,-1,-2
COc1ccc(NC(=S)N2CCCC2)c(OC)c1,2,-3,3,10,-3,0,1,4,-1,1
O=C(O)c1ccc(N/N=C/c2ccc(-c3ccccc3Cl)o2)cc1,5,40*,-2,0,65*,2,-3,14,-2,1
O=NN(CCc1ccncc1)c1ccc(OCc2ccccc2)cc1,3,0,-4,-6,-8,0,-2,9,-11,15
COc1ccc(C)cc1S(=O)(=O)N(CC(=O)Nc1cccc([N+](=O)[O-])c1)c1ccc(C)cc1,2,-27,1,13,23,2,1,-51,-62,-3
COc1ccccc1CCC(=O)NNC(=O)c1ccc(Br)cc1,6,2,2,-3,-2,5,-2,-3,6,3
C=CCOc1ccc(C(=O)N(Cc2ccc(N(C)C)cc2)C2CCS(=O)(=O)C2)cc1 (stereo unspecified),2,-1,2,-6,-1,3,1,-1,0,63*
O=C(N/C(=C\c1ccco1)C(=O)N1CCOCC1)c1ccc([N+](=O)[O-])cc1,3,4,-5,3,2,6,2,4,-2,-7
Cc1ccc(S(=O)(=O)Nc2cc(C(=O)NCCN(C)C)ccc2N2CCCCC2)cc1,-12,-1,-7,-2,2,-6,4,-2,-1,7
COc1ccc(-c2c(C)oc3c(CN4CCOCC4)c(O)ccc3c2=O)cc1OC,-2,5,3,1,-4,1,-3,0,5,-1
O=C(CSc1nc2ccccc2s1)Nc1ccc(Cl)c(S(=O)(=O)N2CCOCC2)c1,-1,-27,-1,7,11,6,-10,-24,-33,-3
COC(=O)c1ccc(-c2nc(-c3ccc(Br)o3)no2)cc1,0,2,3,12,2,-3,1,3,-1,-2
CC(Cc1cccs1)NC(=O)Nc1ccc([N+](=O)[O-])cc1 (stereo unspecified),-4,-20,-4,-3,6,-2,-7,-6,-1,4
Cc1cc(NC(=O)C2CC=CCC2C(=O)O)no1 (stereo unspecified),3,-4,6,-9,-2,1,1,6,1,6
CCn1c(=O)n(CC(=O)N2CCCC2)c(=O)c2ccccc21,1,1,0,·,3,0,2,3,·,-2
Cn1cc(C(=O)N/N=C/C2=C(N3CCOCC3)C(=C\c3ccccc3)/CC2)ccc1=O,-3,21,-2,2,2,11,-3,4,4,-6
COc1ccc(OCC(=O)NNC(=O)c2nn(C)c(=O)c3ccccc23)cc1,0,3,2,-3,1,-1,-3,4,7,1
CCOc1ccc(CCNC(=O)COC(=O)Cn2cnc3ccccc3c2=O)cc1OCC,4,1,5,7,-9,-3,-2,5,0,0
OC(c1ccc(Cl)cc1)c1nccc2ccccc12 (stereo unspecified),-3,-3,-4,4,0,-1,-4,6,-5,-3
O=c1cc(Cl)[nH]c(=O)n1CCNc1ncc(C(F)(F)F)cc1Cl,-3,-12,4,-9,8,-2,-7,-4,-18,3
O=C(NCc1ccco1)c1cccc(S(=O)(=O)N2CCc3ccccc32)c1,-4,-1,3,0,5,-1,0,1,-6,1
O=C(O)CCC(=O)N1N=C(c2ccco2)CC1c1cccs1 (stereo unspecified),1,8,1,3,7,7,-2,-2,-2,2
CCCCCc1cc(OC)cc2c1C(=O)OC(C)(C)O2,-4,5,4,-1,0,3,-1,2,-7,1
CCN(C(=O)COC(=O)c1nc(Cl)ccc1Cl)C1CCS(=O)(=O)C1 (stereo unspecified),-1,-5,-5,1,2,-3,8,0,-2,0
Cc1ccc(S(=O)(=O)N(Cc2ccc([N+](=O)[O-])cc2)C(=O)N2CCN(C)CC2)cc1,-1,-2,4,4,-3,1,0,0,5,4
C=CCNC(=O)COC(=O)c1ccccc1C(=O)N(C)C1CCCCC1,5,-5,0,-2,-3,-4,-4,5,-1,-3
